Assay outcomes (PubChem)
GRP78 ERSR act = qHTS for Inducers of the Endoplasmic Reticulum Stress Response (ERSR) in Human Glioma: qHTS. U87-MG GRP78 promoter luciferase reporter, 16 h. Potency, µM, for inactives: at the highest dose activation, usual class: activators. 0.02% of 420,000 active; note: potency is the fitted concentration of half-maximal effect; series mostly up to about 76 µM; % of control where 0% means no effect; nearly all actives have a fitted effect of over 35% in size
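Stably transfected U87-MG human glioma cells carrying a GRP78-based luminescent sensor were seeded at 1000 cells/well, pin-dosed with compounds and incubated 16 h. Luciferase reagent was then added, and end-point luminescence was read after 10 min at room temperature.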
Vif-APOBEC3F blk = qHTS for Inhibitors of Vif-A3F Interactions: qHTS | Potency, µM (top dose mostly 46.1 µM), for the others: at the top dose activity, negative = active | 0.2% of 390,000 active | HeLa A3F-eYFP + Vif (tagged APOBEC3F with the HIV-1 protein that degrades it), YFP fluorescence increase; note: potency is the fitted concentration of half-maximal effect; % of control where 0% means no effect; nearly all actives have a fitted effect of over 65% in size
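HeLa cells stably expressing Vif plus C-terminally eYFP-tagged A3F were seeded, incubated overnight at 37 deg C, dosed with compound, incubated overnight again at 37 deg C. Yellow fluorescence (Ex 488/Em 500-530) reported blocked Vif-mediated A3F-eYFP degradation.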
ALOX12 inh = Primary qHTS assay for inhibitors of human arachidonate 12S-lipoxygenase (ALOX12): Round 2; 1.1% of 580,000 active; Polyunsaturated fatty acid lipoxygenase ALOX12 (Homo sapiens), P18054; Potency, µM (series often up to 108 µM), for inactives: at the top dose activity change, negative = inhibition, hits mostly inhibitors; purified 12hLO, xylenol orange hydroperoxide absorbance; AID 1671190, 2021; note: potency is the fitted concentration of half-maximal effect; % is set by controls: 0 for no effect and ±100 for the full control effect
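Purified human 12hLO (150 nM final) in 25 mM Hepes, 0.01% Triton X-100, pH 7.0 was preincubated 15 min at room temperature with compound. Then 40 uM arachidonic acid was added, 30 min. Hydroperoxide was read by Fe-XO absorbance ratio 573/405 nm.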
D2 antag = HTS Assay for Allosteric Antagonists of the Human D2 Dopamine Receptor: Primary Screen for Antagonists | inhibition, % at 10 µM | 2% of 340,000 active | HEK293 TREx D2 cells, calcium flux, dopamine EC80; in the data active = inhibition above about 30%; note: 0% is about no effect
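Measurement of antagonist activity uses fluorescent calcium dye in inducible HEK293 T-REx D2 cells: 10 s baseline, compound addition with 180 s read, EC80 dopamine addition with a further 180 s read.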
LDHA block = qHTS assay for inhibitors of human lactate dehydrogenase; 0.15% of 480,000 active; activity change, % (values are at about 110 or 230 µM); purified LDHA, NADH/diaphorase-resazurin fluorescence; active compounds read low; AID 1347041, 2019; L-lactate dehydrogenase A chain (Homo sapiens), P00338; in the data active = activity change below about -30%; inconclusive = mostly about -25% to -30%;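 note: plate controls were DMSO wells for no effect and wells without enzyme for full effect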
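Remaining NADH was detected by diaphorase (0.133 mg/mL) converting 37 µM resazurin to fluorescent resorufin, read at 0 and 20 minutes. The preceding 5-minute room-temperature reaction used 2 nM LDHA, 0.2 mM sodium pyruvate and 0.06 mM NADH at pH 7.4.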
ERG Ets-DNA blk = qHTS for Small Molecule Inhibitors of the ERG Ets/DNA interaction | Potency, µM (top dose mostly 76.9 µM), for the others: at the highest dose FP activity, negative = inhibition, usual class: inhibitors | 0.028% of 370,000 active | AID 624246, 2012 | fluorescence polarization, His-ERG Ets domain / labelled DNA | Transcriptional regulator ERG (Homo sapiens), P11308; active = well fitted inhibition curve with a large enough effect in the polarisation, with a control signal flat; inconclusive = small, poorly fitted or top-dose-only effect, or effect the other way, or a change in a side signal; inactive = no such curve, though single readings can be large or run the other way; the % refers to the polarisation;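 note: polarization taken with two DNA probes labelled with fluorescein and Texas red; potency is the fitted concentration of half-maximal effect; % of control where 0% means no effect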
Target sequence (P11308 whole entry, looked up, the tested form may be a part): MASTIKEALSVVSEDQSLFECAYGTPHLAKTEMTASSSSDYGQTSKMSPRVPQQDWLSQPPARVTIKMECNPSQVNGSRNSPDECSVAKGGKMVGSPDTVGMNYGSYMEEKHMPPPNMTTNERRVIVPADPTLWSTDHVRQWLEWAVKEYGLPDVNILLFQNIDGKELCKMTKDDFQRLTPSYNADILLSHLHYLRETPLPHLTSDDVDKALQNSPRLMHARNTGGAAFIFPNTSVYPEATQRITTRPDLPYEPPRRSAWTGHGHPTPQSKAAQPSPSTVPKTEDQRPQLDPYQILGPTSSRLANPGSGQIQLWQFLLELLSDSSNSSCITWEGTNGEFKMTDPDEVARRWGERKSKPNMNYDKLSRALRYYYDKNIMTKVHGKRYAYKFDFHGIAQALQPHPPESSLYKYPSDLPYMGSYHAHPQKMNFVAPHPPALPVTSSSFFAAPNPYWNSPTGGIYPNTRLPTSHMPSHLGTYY
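His-tagged ERG Ets domain (1 uM in the protein solution; 300mM KCl, 50mM Tris-HCl, 1mM EDTA, 1mM DTT, pH 7.5) received compound, then a probe mix of 5 nM fluorescein-DNA and 100nM Texas-615-DNA. Fluorescence polarization was read for both dyes.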
D2 ag = HTS Assay for Allosteric Agonists of the Human D2 Dopamine Receptor: Primary Screen for Agonists | D(2) dopamine receptor (Homo sapiens), P14416 | HEK293 T-REx D2 cells, calcium flux agonist mode | activation, % at 2 µM | 0.53% of 340,000 active | AID 485358, 2010;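 active = activation over 3 SD above normal in the single-dose calcium agonist read, cut at about 30% in these data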; note: 0% is about no effect
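Agonism is scored from calcium flux in a force-coupled, inducible HEK293 cell line expressing D2, read kinetically for 180 s after compound addition against dopamine controls.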
RGS4 inh = Inhibitors of Regulator of G Protein Signaling (RGS) 4: qHTS | 0.039% of 390,000 active | Potency, µM (doses to about 114 µM), inactives show at the top dose activity change, negative = inhibition, most hits filed as inhibitors | AID 504845, 2011 | Regulator of G-protein signaling 4 (Homo sapiens), P49798 | Transcreener GDP fluorescence polarization, RGS4-accelerated GTP hydrolysis; note: potency is the fitted concentration of half-maximal effect; % is set by controls: 0 for no effect and ±100 for the full control effect; nearly all actives have a fitted effect of over 75% in size; some results filed as inactive show a strong effect at the top dose
Target sequence (P49798 whole entry, looked up): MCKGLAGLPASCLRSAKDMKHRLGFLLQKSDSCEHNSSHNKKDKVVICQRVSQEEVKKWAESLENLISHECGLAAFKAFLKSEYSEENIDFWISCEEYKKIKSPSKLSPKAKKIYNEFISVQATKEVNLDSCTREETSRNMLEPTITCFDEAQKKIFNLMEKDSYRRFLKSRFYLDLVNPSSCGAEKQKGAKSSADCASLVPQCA
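MLSMR compounds (23 nl, pin-transferred) preincubated 10 min at room temperature with a 500nM (2x) first reagent, then RGS4 at 900nM (2x) plus Transcreener GDP mix added; fluorescence polarization (620/688 nm) read before and after 90 min at 30 °C.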
Vif-APOBEC3G blk = qHTS for Inhibitors of Vif-A3G Interactions: qHTS; DNA dC->dU-editing enzyme APOBEC-3G (Homo sapiens), Q9HC16; HeLa A3G-eYFP + Vif (tagged APOBEC3G with the HIV-1 protein that degrades it), YFP fluorescence, overnight; Potency, µM (series often up to 46.1 µM), for the others: at the highest dose activity, negative = active, usual class: inhibitors; 0.076% of 410,000 active; AID 602310, 2012;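 note: potency is the fitted concentration of half-maximal effect; % is set by controls: 0 for no effect and ±100 for the full control effect; nearly all actives have a fitted effect of over 60% in size; hits raise eYFP signal because A3G escapes Vif-driven loss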
Target sequence (Q9HC16 whole entry, looked up): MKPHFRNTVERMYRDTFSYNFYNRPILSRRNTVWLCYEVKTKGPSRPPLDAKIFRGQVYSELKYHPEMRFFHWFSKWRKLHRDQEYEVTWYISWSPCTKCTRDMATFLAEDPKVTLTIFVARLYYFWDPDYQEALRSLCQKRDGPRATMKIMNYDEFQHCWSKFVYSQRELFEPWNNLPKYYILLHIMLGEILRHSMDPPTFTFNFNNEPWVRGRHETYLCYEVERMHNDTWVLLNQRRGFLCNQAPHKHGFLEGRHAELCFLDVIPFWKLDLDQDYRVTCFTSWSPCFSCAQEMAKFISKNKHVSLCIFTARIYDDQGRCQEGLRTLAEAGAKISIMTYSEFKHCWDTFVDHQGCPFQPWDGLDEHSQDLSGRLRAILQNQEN
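Read-out is eYFP fluorescence (Ex 488/Em 500-530) from Vif-expressing HeLa A3G-eYFP cells; more signal means A3G escaped Vif-mediated degradation. Cells plated overnight, compound pinned in, incubated overnight at 37 deg C.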
An asterisk follows results filed as active; ? = inconclusive; / = not tested or not shown; [ ] = another dose, or the depositor's remark. Unless noted, calls come from the whole dose curve; as a rule, active = well fitted curve in the direction sought with a large enough effect; inconclusive = small, poorly fitted or top-dose-only effect, or another doubt; inactive = no such curve, though single readings can be large; an effect the other way counts as inactive or inconclusive. Only part of the results is shown, so the mix of outcomes need not match the whole.

Under each structure – GRP78 ERSR act | Vif-APOBEC3F blk | ALOX12 inh | D2 antag | LDHA block | ERG Ets-DNA blk | D2 ag | RGS4 inh | Vif-APOBEC3G blk
> O=S(=O)(Nc1cc(S(=O)(=O)N2CCOCC2)ccc1N1CCCC1)c1cccs1
 : -2% | -4% | -15% | 3 | -4 | 0% | 2.2 | 15% | -5%
> COCCn1c(=O)[nH]c2cc(C(=O)Nc3nnc(C)s3)ccc21
 : -1% | -20% | -10% | -2 | -8 | 8% | -0.2 | -17% | 0%
> Cc1nn(Cc2ccc(C(=O)O)o2)c(C)c1[N+](=O)[O-]
 : -3% | -8% | ? | -6 | 0 | 3% | 1.1 | 2% | 1%
> CN(C)CCC(=O)c1cccc(Br)c1
 : -10% | -5% | ? | 0 | -6 | -12% | -0.6 | ? | -28%
> O=C(Nc1sc2c(c1C(=O)NCc1ccco1)CCCC2)c1cc(=O)c2cc(Cl)ccc2o1
 : -4% | ? | -15% | / | -2 | 8% | -0.1 | 2% | -11%
> COc1ccc(Cl)cc1C(=O)OCC(=O)NC(=O)c1cccn1C
 : -1% | 4% | 0% | -21 | -2 | -2% | 0.5 | 0% | 0%
> Cc1ccc(-c2nnc(SCC(=O)NC(C)(C)C)nc2-c2ccc(C)cc2)cc1
 : -1% | -2% | -22% | / | 1 | -1% | 0.9 | -17% | -2%
> COc1ccc(N2CCN(C(=O)CS(=O)(=O)c3cccc4nsnc34)CC2)cc1
 : 2% | 1% | -10% | / | 9 | 5% | 1.6 | -19% | 1%
> COc1ccc(Nc2nnc(Cc3ccccc3)c(=O)[nH]2)c(OC)c1
 : -3% | 0% | 38%[activator] | -9 | 17 | -2% | 0.1 | -24% | -9%
> O=C(C1CCCN(Cc2cccnc2)C1)N1CCCCC1 (stereo not drawn)
 : -4% | -9% | ? | 11 | -36* | 3% | 0.1 | -16% | 1%
> O=C(CCCN1C(=O)c2cccnc2Oc2ccc(Cl)cc21)NCc1ccccc1F
 : -2% | 1% | -11% | / | -17 | -4% | -0.8 | 9% | 2%
> CN(C(=O)Nc1ccc(Cl)cc1)n1cnc2ccccc2c1=O
 : -1% | 2% | 0% | -13 | -8 | 1% | -0.6 | 30% | -1%
> O=C(CSc1nncn2c1cc1sccc12)Nc1ccc(Br)cc1F
 : -3% | 13% | 0% | / | 0 | 0% | -0.7 | -40% | -3%
> Cn1c(CNC(=O)C2CCC(=O)N(CCc3cccc(F)c3)C2)nc2ccccc21 (stereo not drawn)
 : -2% | -6% | 20% | / | 0 | 3% | / | 8% | -8%
> Cc1ccc(N2CC(C(=O)Nc3nnc(SCc4cccnc4)s3)CC2=O)cc1 (stereo not drawn)
 : -4% | 1% | -7% | -18 | -1 | -6% | 0.2 | -20% | -3%
> O=C(Nc1cccnc1)c1ccc(NS(=O)(=O)c2cccc([N+](=O)[O-])c2)cc1
 : -5% | -4% | -10% | -19 | -8 | -1% | -0.2 | 4% | -15%
> O=C(/C=C/c1ccc([N+](=O)[O-])cc1)N(c1ccccn1)C1CCCCC1
 : -9% | -19% | ? | 25 | 0 | 11% | 2.2 | ? | -2%
> CCOC(=O)c1[nH]cnc1C(=O)Nc1ccc(Cl)cc1
 : -1% | 5% | -1% | 0 | -17 | -9% | 0.7 | 16% | 2%
> CC(NC(=O)c1c(O)nc2ccccn2c1=O)c1ccccc1 (stereo not drawn)
 : -1% | -1% | 0% | / | 6 | 8% | / | 19% | -2%
> O=C(Cn1nc(-c2ccc(Cl)cc2)ccc1=O)NCC1COCCO1 (stereo not drawn)
 : -5% | 1% | -4% | 5 | -11 | -8% | -0.5 | -3% | 3%

Ordered by count of non-hydrogen atoms (lowest first): four of the compounds above
Under each structure – GRP78 ERSR act | Vif-APOBEC3F blk | ALOX12 inh | D2 antag | LDHA block | ERG Ets-DNA blk | D2 ag | RGS4 inh | Vif-APOBEC3G blk
> O=C(C1CCCN(Cc2cccnc2)C1)N1CCCCC1 (stereo not drawn)
 : -4% | -9% | ? | 11 | -36* | 3% | 0.1 | -16% | 1%
> O=C(/C=C/c1ccc([N+](=O)[O-])cc1)N(c1ccccn1)C1CCCCC1
 : -9% | -19% | ? | 25 | 0 | 11% | 2.2 | ? | -2%
> Cc1ccc(N2CC(C(=O)Nc3nnc(SCc4cccnc4)s3)CC2=O)cc1 (stereo not drawn)
 : -4% | 1% | -7% | -18 | -1 | -6% | 0.2 | -20% | -3%
> O=C(Nc1sc2c(c1C(=O)NCc1ccco1)CCCC2)c1cc(=O)c2cc(Cl)ccc2o1
 : -4% | ? | -15% | / | -2 | 8% | -0.1 | 2% | -11%

(further entries)
Under each structure – GRP78 ERSR act | Vif-APOBEC3F blk | ALOX12 inh | D2 antag | LDHA block | ERG Ets-DNA blk | D2 ag | RGS4 inh | Vif-APOBEC3G blk
> COc1ccc(OCC(=O)NC(=S)Nc2ccc(S(=O)(=O)Nc3cc(C)on3)cc2)cc1
 : -5% | 1% | ? | -3 | -14 | -2% | -0.2 | -32% | 0%
> COc1ccc(C(=O)COC(=O)CCNS(=O)(=O)c2ccc(NC(C)=O)cc2)c(OC)c1
 : -4% | -7% | -1% | -11 | -12 | 3% | 0.6 | 4% | 3%
> COc1cc(/C=N/Nc2nc3ccccc3[nH]2)cc(OC)c1O
 : -1% | -4% | -30% | / | 4 | -3% | / | -33% | -18%
> Cc1ccc(-c2nn(C)c(=O)c3ccccc23)cc1CNC(=O)CSc1nc2ccccc2o1
 : -4% | -6% | -26% | -1 | 1 | 0% | -0.8 | -36%[11.4 µM] | -2%
> O=Cc1cn(-c2ccccc2)nc1-c1cc2c(ccc3ccccc32)oc1=O
 : 1% | ? | 179%[activator] | -22 | -1 | -3% | 0.9 | 13% | -2%
> Cc1onc(-c2ccccc2Cl)c1C(=O)NCc1nc(-c2ccccc2)no1
 : -7% | 5% | 93%[activator] | -14 | -3 | 3% | 0.1 | -6% | 0%
> CC(C)(C)OC(=O)N1CCC(c2c(C(=O)NCc3ccccn3)cnn2-c2ccc(F)cc2)CC1
 : -4% | 0% | -20% | / | -4 | 10% | 0.2 | -3% | -6%
> O=C1c2ccccc2C(=O)N1c1cccc(-c2nc3ccccc3o2)c1
 : -3% | 5% | -29% | -13 | -3 | -17% | 0.2 | 10% | -1%
> CCOc1cc(N2CCOCC2)c(OCC)cc1NS(=O)(=O)c1cc(NC(C)=O)ccc1OC
 : -2% | 10% | ? | 17 | 30 | -15% | -0.2 | 9% | -5%
> COc1cccc(OC2(C)CCN(Cc3cccn3-c3nccs3)C2)c1 (stereo not drawn)
 : -4% | / | ? | / | -2 | / | / | / | 0%
> NC(=O)c1cccnc1Oc1cccc(Cl)c1
 : -6% | -2% | 0% | -19 | -7 | -9% | -0.1 | -71%[56.9 µM] | -6%
> Cc1ccc(-c2cc(-c3ccccc3)nc(N(C)N)n2)cc1
 : -3% | 6% | 0% | -1 | -5 | 4% | 0.3 | 2% | 0%
> COc1ccc(Br)cc1C(=O)Nc1ccc(NC(=O)c2ccco2)cc1
 : -7% | 4% | 73%[activator] | / | -6 | -9% | / | -35% | 2%
> Clc1nc(Cl)nc(-c2cn(-c3ccccc3)c3ccccc23)n1
 : -4% | -1% | / | -6 | -1 | -3% | 0.9 | 2% | 0%
> COc1ccc(CN2C(=O)C(Cc3ccccc3)Nc3ncnc(N4CCN(c5ccccc5)CC4)c32)cc1 (stereo not drawn)
 : -2% | 7% | 0% | -4 | 0 | 9% | 2.5 | 0% | 0%
> CN(C1CCS(=O)(=O)C1)S(=O)(=O)c1ccc(N2CCCC2=O)cc1 (stereo not drawn)
 : -3% | 0% | 1% | 25 | -11 | / | -1.9 | 1% | 1%
> CC1(C(=O)NS(=O)(=O)Cc2ccccc2)CCN1C(=O)C1(c2ccc(Cl)cc2)CC1 (stereo not drawn)
 : 1% | / | 4% | / | -6 | / | / | / | 2%
> O=[N+]([O-])c1ccc(/C=N/Nc2nc(N3CCCC3)nc(N3CCCC3)n2)o1
 : -1% | -8% | 5% | / | 5 | -1% | / | 29% | -17%
> CC1(c2nnc(-c3cccc(Cl)c3)o2)CC(c2ccccc2F)=NO1 (stereo not drawn)
 : 3% | 0% | 18% | / | 1 | 3% | / | -2% | 1%
> C=CCn1c(SCC(=O)N2CCOCC2)nc2sc(CC)cc2c1=O
 : -4% | 1% | 5% | / | 4 | 13% | / | -10% | 1%
> CCOC(=O)CN1NC2(CCCC(C)C2)NC1=S (stereo not drawn)
 : -4% | -4% | -3% | -12 | -9 | -10% | 0.8 | ? | -8%
> Cc1nn(C)c(Cl)c1CN1CCCC(CO)(Cc2cccc(Cl)c2)C1 (stereo not drawn)
 : -5% | -20% | -18% | -1 | 4 | 3% | -2.9 | -13% | -2%
